GAA glycogen mod – qHTS Assay for Inhibitors and Activators of Human alpha-Glucosidase Cleavage of Glycogen. 300,000 compounds, 0.38% hits. AID 2100, 2009. recombinant GAA, glycogen substrate, Amplex Red glucose oxidase fluorescence. Lysosomal alpha-glucosidase (Homo sapiens), P10253. Potency, µM (titrated, usually from 76.4 µM), inactives show at the top dose activity change, negative = inhibition, actives largely listed as inhibitors; active = well fitted inhibition curve with a large enough effect; inconclusive = small, poorly fitted or top-dose-only effect, or another doubt; inactive = no such curve, though single readings can be large or run the other way;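 also: 0% = full enzyme reaction and -100% = no-enzyme basal signal; the screen sought inhibitors and activators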
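Recombinant human enzyme (4 nM); glycogen substrate; 37 C, 40 min, pH 5.0. Readout: coupled glucose oxidase/Amplex Red fluorescence.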
* = called active by the depositor; u = inconclusive; [ ] = remark or other dose. Potency is read from the fitted curve at half-maximal effect. Only part of the results is shown; rates above refer to the full screens.

GAA glycogen mod	SMILES
11%[76.3 µM]	Cc1ccc(C)c(N2CCN(S(=O)(=O)c3c(C)[nH]c(C)c3C(=O)N3CCCC3)CC2)c1
-21%	S=c1[nH]nc(-c2ccccc2)n1/N=C/c1ccc(Cl)cc1
-5%	O=C(CCN1C(=O)/C(=C/c2cccs2)SC1=S)N1CCCCC1
-1%[76.3 µM]	COc1cc([N+](=O)[O-])ccc1NC(=O)NNC(=O)c1sccc1C
14%[76.3 µM]	O=S1(=O)N=C(N/N=C/c2cccs2)c2ccccc21
13%	COc1cccc(C(=O)N2CCN(C(=O)COc3ccc4ccccc4c3)CC2)c1
-16%	COc1ccc(NC(=O)CC2C(=O)NC3CCCCC3N2C(=O)c2ccc(F)cc2)cc1 (stereo not drawn)
-2%[76.3 µM]	CNC(=O)CSc1nc2ccccc2c(=O)n1C1CCCCC1
-3%[76.3 µM]	O=S(=O)(c1ccc(F)cc1)c1nc(-c2ccccc2)oc1N1CCOCC1
-8%[76.3 µM]	CC(=O)Nc1nc2cc3c(cc2s1)OCCO3
-7%	O=C(Cc1ccccc1)Nc1ccc(NC(=O)c2ccco2)cc1
-2%[76.3 µM]	Cn1c(CNC(=O)c2ccco2)nnc1SCC(=O)c1ccc(F)cc1
-2%[76.3 µM]	CCCN(CCC)CCCNC(=O)c1cn(C)c2ccc(S(=O)(=O)N(C)C3CCCCC3)cc2c1=O
0%[76.3 µM]	CCOC(=O)[C@@H]1[C@H]2COc3ccccc3[C@@H]2N2C(=O)N(c3ccc(Cl)cc3)C(=O)[C@@]12C
-14%[76.3 µM]	COc1ccc(NC(=O)CN2CCN(c3ccc(C)cc3C)CC2)cc1
3%	Cc1cc(C)c2c(CN3CCN(Cc4ccccc4)CC3)cc(=O)oc2c1C
19%[76.3 µM]	COc1ccc(-c2noc(C3CCCN(C(=O)c4c(F)cccc4F)C3)n2)cc1OC (stereo not drawn)
-1%	COCCn1c(=O)c2c(nc3n2CCCN3Cc2ccccc2)n(C)c1=O
2%[76.3 µM]	COC(=O)COc1cc(OCC(=O)OC)c2c(-c3ccccc3)cc(=O)oc2c1
0%[76.3 µM]	COc1cccc(CN(C)C(=O)c2ccccc2Sc2ccccc2C#N)c1
-2%[76.3 µM]	CCc1cccc(NC(=O)C2CCCN(c3ncnc4c3nc3n4CCCCC3)C2)c1 (stereo not drawn)
1%	COc1ccccc1-n1c(SCC(=O)O)nc2c(sc(=S)n2-c2ccccc2C)c1=O
-7%	C#CCOn1c(-n2nc(C)cc2C)nc2ccccc2c1=O
-4%[76.3 µM]	O=C(N/N=C/c1ccco1)c1cccc(NC(=O)c2ccccc2Cl)c1

Four compounds out of the list above, arranged by the value under GAA glycogen mod, ascending.
| structure | GAA glycogen mod |
| --- | --- |
| C#CCOn1c(-n2nc(C)cc2C)nc2ccccc2c1=O | -7% |
| COCCn1c(=O)c2c(nc3n2CCCN3Cc2ccccc2)n(C)c1=O | -1% |
| COc1ccccc1-n1c(SCC(=O)O)nc2c(sc(=S)n2-c2ccccc2C)c1=O | 1% |
| Cc1cc(C)c2c(CN3CCN(Cc4ccccc4)CC3)cc(=O)oc2c1C | 3% |

The list goes on.
GAA glycogen mod	SMILES
-9%[76.3 µM]	COCCN1CC(C(=O)NCc2ncccc2C)CCC1=O (stereo not drawn)
-14%[76.3 µM]	O=C(c1cccc(S(=O)(=O)Nc2ccc(Br)cc2)c1)N1CCC1
6%	COC(=O)c1ccc([N+](=O)[O-])c(CS(=O)(=O)c2ccc(Cl)cc2)c1
2%[76.3 µM]	COc1ccc(C(=O)CSc2nnc(CNC(=O)c3ccc(S(=O)(=O)N(C)C)cc3)o2)cc1
-5%[76.3 µM]	COc1cc2ccccc2cc1C(=O)N/N=C/c1cccnc1
4%[76.3 µM]	Cc1ccc(S(=O)(=O)N2CCOCC2)cc1NC(=O)COC(=O)CNC(=O)c1ccc(Cl)cc1Cl
-6%	CCOCCCNC(=O)C1(O)c2cc(Br)ccc2NC(=O)N1c1ccc(C)c(C)c1 (stereo not drawn)
20%[76.3 µM]	COc1ccc(CCNC(=O)CCC(=O)N2CCOc3ccc(C)cc32)cc1OC
0%	COc1ccc(C(C)=O)cc1COC(=O)c1c(C)nn(-c2ccccc2)c1C
0%[76.3 µM]	CCOc1ccc(N(CC)C(=O)CCS(=O)(=O)c2cccc3nonc23)cc1
9%	COc1cccc(N2C(=NC(=O)c3ccccc3)SC3CS(=O)(=O)CC32)c1 (stereo not drawn)
-9%[76.3 µM]	COc1ccccc1CN1CC(C(=O)N2CCC(OC)CC2)CCC1=O (stereo not drawn)
6%	COc1ccc(CN(CC(=O)NCc2ccccc2)C(=O)CCC(=O)Nc2cc(C)ccn2)cc1
-6%[76.3 µM]	CCn1cc(C(=O)Nc2ncccc2O)c(=O)c2cc(F)c(N3CCN(C(=O)c4ccco4)CC3)cc21
1%	O=C(O)CCC(=O)Nc1ccc(SSc2ccc(NC(=O)CCC(=O)O)cc2)cc1
0%[76.3 µM]	COc1ccccc1NC(=O)NCCN1CCCCC1
8%[76.3 µM]	Cn1c(=O)c2sccc2n(Cc2ccc(Br)cc2)c1=O
-1%[76.3 µM]	CC(NC=O)c1nc2ccccc2n1CCc1ccccc1 (stereo not drawn)
6%	COC(=O)C1(C)NC(c2ccc(OC)cc2)C2C(=O)N(c3ccccc3)C(=O)C21 (stereo not drawn)
-7%[76.3 µM]	CS(=O)(=O)c1ccc2nc(NC(=O)CN3C(=O)NC4(CCCC4)C3=O)sc2c1
2%	COc1ccc(-n2nc(C(=O)NCC(=O)N3CCN(Cc4ccccc4)CC3)c3ccccc3c2=O)cc1OC
1%	O=S(=O)(NCc1ccccc1)c1ccc2ccccc2c1
1%	CNC(=O)N(O)C1N(/N=C/c2cc(Br)ccc2O)C(=S)SC1(C)C (stereo not drawn)
0%[76.3 µM]	COc1ccc(-c2noc(N3CCC(C(=O)N(C)c4ccccc4C)CC3)n2)cc1
13%[76.3 µM]	Cc1cccc(NS(=O)(=O)c2ccc3oc(=O)ccc3c2)c1C
-1%[76.3 µM]	COc1cccc(NC(=O)COc2ccc(Br)c(C)c2)c1
6%[76.3 µM]	CCOc1ccc(N(CC(=O)NC2CCCCC2)C(=O)CNC(=O)c2cccs2)cc1
-8%[76.3 µM]	COc1ccc(Cl)cc1NC(=O)COC(=O)CCc1cc(OC)c(OC)c(OC)c1
5%	CCN(CC(=O)NCCCN1CCOCC1)S(=O)(=O)c1ccc(F)cc1
0%[76.3 µM]	COc1ccc(Cc2nc3ccc(C(=O)N4CCCN(C=O)CC4)cc3o2)cc1
-2%	Cc1cccc(Cn2c(=O)oc3ccc(C)cc32)c1
-1%[76.3 µM]	O=C(NCc1ccccc1)/C(=C\c1ccc([N+](=O)[O-])cc1)NC(=O)c1ccco1
0%	COc1ccc(-c2c(C)nc3c(-c4ccccn4)cnn3c2N)cc1
-3%	O=Cc1c(Nc2cccc(C(F)(F)F)c2)nc2ccccn2c1=O
8%[76.3 µM]	O=[N+]([O-])c1cccc(-n2nncc2-c2ccccc2)c1
7%	COc1ccc(S(=O)(=O)N2CCCN(C)CC2)cc1
2%	Cc1cc(C)cc(N(CC(=O)NC2CCCCC2)C(=O)c2csnn2)c1
-3%[76.3 µM]	COc1cc(C(=O)NC2CCCCC2)ccc1OC1CCN(C(C)=O)CC1
-11%[76.3 µM]	CCc1ccc(CNC(=O)C2CCN(S(=O)(=O)N3CCCC3)CC2)cc1
2%	CCN1CCN(c2nc3ccccn3c(=O)c2C=O)CC1
-20%[76.3 µM]	COc1ccc(C(=O)NC(=S)Nc2nc(-c3ccc(OC)c(Br)c3)cs2)cc1Br
3%[76.3 µM]	O=C(CNC(=O)c1ccc(Br)o1)NC1CCCCC1
-9%[76.3 µM]	CC(=O)c1ccc(Nc2ccc([N+](=O)[O-])c3nonc23)cc1
2%	CN(C(=O)C(C)(C)C)C1c2c(ccc3ccccc23)OCC1CO (stereo not drawn)
-10%[76.3 µM]	O=C(NCCc1ccccc1)C1CCCN1C(=O)Nc1ccccc1 (stereo not drawn)
-4%[76.3 µM]	COCCN(C(=O)COC(=O)/C=C/c1ccc(C)o1)c1c(N)n(Cc2ccccc2)c(=O)[nH]c1=O
2%	CN1CCN(c2nc(-c3ccc(Cl)c(Cl)c3)nc3ccccc23)CC1
-13%[76.3 µM]	CCCN1CCN(S(=O)(=O)c2ccc3c(c2)NC(=O)C(C)C(=O)N3)CC1 (stereo not drawn)
-5%[76.3 µM]	CCOC(=O)c1ccc(NC(=O)Cc2cccs2)cc1
-2%[76.3 µM]	Cc1scc(C(=O)N/N=C/c2ccc([N+](=O)[O-])o2)c1C
3%	COC(=O)c1ccc(NC(=O)CSc2nnc(C)n2CC2CCCO2)cc1 (stereo not drawn)
-3%	COc1ccc(NC(=O)CCNC(=O)c2ccccc2)cc1S(N)(=O)=O
0%	COC(=O)C(Cc1cccc(C)n1)(c1ccccc1)c1ccccc1
4%	CCOc1ccc(Nc2nc(N(C)c3ccccc3)nc(N)c2[N+](=O)[O-])cc1
1%[76.3 µM]	CC(=O)NC(Cc1ccccc1F)C(=O)NC1CCN(S(=O)(=O)c2ccccc2)CC1 (stereo not drawn)
-14%	O=C(N/N=C/c1cccc2ccccc12)C(=O)N1CCCC1
2%	O=C(O)C1CCCCC1C(=O)Nc1ccc(S(=O)(=O)N2CCCC2)cc1 (stereo not drawn)
-2%[76.3 µM]	CCCCCC(=O)Nc1cc(S(=O)(=O)N2CCOCC2)ccc1N1CCCC1
u	c1ccc(Cc2nc3ccccc3[nH]2)cc1
-1%[76.3 µM]	COc1ccc(NC(=O)C(C)N2C(=O)C3CC=C(Cl)CC3C2=O)cc1 (stereo not drawn)

Next part:
GAA glycogen mod	SMILES
14%	CCOc1ccc(N(CC(=O)NC2CCCCC2)C(=O)CCCC(=O)Nc2ccccn2)cc1
3%[76.3 µM]	Cc1cccc(CNC(=O)C2CCC(=O)N(C3CCCC3)C2)c1 (stereo not drawn)
-4%[76.3 µM]	COc1ccc(NC(=O)CCc2nnc3ccc(N4CCC5(CC4)OCCO5)nn23)cc1
-10%[76.3 µM]	O=C(/C=C/c1ccc([N+](=O)[O-])cc1)N1CCN(Cc2ccccc2)CC1
-4%	O=C(O)c1ccccc1C(=O)N1CCN(c2ncccn2)CC1
-3%[76.3 µM]	O=C(OCc1c(F)cccc1Cl)c1cnc2ccccc2n1
-2%[76.3 µM]	O=C(Nc1ccc(F)cc1)Nc1nnc(Cc2ccccc2)s1
-7%[76.3 µM]	COc1ccc(C(=O)N2CCc3ccc(NC(=O)c4ccccn4)cc3C2)cc1F
-1%[76.3 µM]	CC(C)C[C@H](NC(=O)[C@H](Cc1ccccc1)n1c(=O)[nH]c2ccccc2c1=O)C(=O)N1CCC[C@@H]1C(=O)O
2%	CCNC(=O)N1CCC(c2nc3ccccc3s2)CC1
5%	Cc1ccc(C(OCC(O)CNCc2ccc(F)cc2)c2ccccc2)cc1 (stereo not drawn)
-2%[76.3 µM]	C=CCN(CC=C)Cc1c(O)ccc2c(=O)c(-c3ccccc3)coc12

Next section; it opens with the 7 that closed the last part.
GAA glycogen mod	SMILES
-3%[76.3 µM]	O=C(OCc1c(F)cccc1Cl)c1cnc2ccccc2n1
-2%[76.3 µM]	O=C(Nc1ccc(F)cc1)Nc1nnc(Cc2ccccc2)s1
-7%[76.3 µM]	COc1ccc(C(=O)N2CCc3ccc(NC(=O)c4ccccn4)cc3C2)cc1F
-1%[76.3 µM]	CC(C)C[C@H](NC(=O)[C@H](Cc1ccccc1)n1c(=O)[nH]c2ccccc2c1=O)C(=O)N1CCC[C@@H]1C(=O)O
2%	CCNC(=O)N1CCC(c2nc3ccccc3s2)CC1
5%	Cc1ccc(C(OCC(O)CNCc2ccc(F)cc2)c2ccccc2)cc1 (stereo not drawn)
-2%[76.3 µM]	C=CCN(CC=C)Cc1c(O)ccc2c(=O)c(-c3ccccc3)coc12
0%[76.3 µM]	CN(c1ccc(C(=O)N2CCOCC2)cc1)S(=O)(=O)c1ccc(Cl)cc1
8%[76.3 µM]	CCCNC(=O)c1ccc(N2CCC3(CC2)CC(c2cccc(Br)c2)=NO3)c([N+](=O)[O-])c1
-11%	CC(C)Cc1c(O)nc(SCC(=O)N2CCCCCC2)[nH]c1=O
3%[76.3 µM]	CN(Cc1ccon1)C(=O)C1CCC(=O)N(Cc2ccc(Cl)cc2)C1 (stereo not drawn)
-4%[76.3 µM]	CC(=O)Oc1ccc(C(=O)Nc2ccc(S(=O)(=O)N3CCOCC3)cc2)cc1
-7%	Cc1ccc(C(=O)NCCCNC(=O)COc2ccccc2Cl)cn1
1%	CCOc1ccc(-n2c(C)c(C(C)=O)c3cc(O)ccc32)cc1
-1%	Cc1cc(C)cc(C(=O)NCC(=O)NCc2ccc(S(N)(=O)=O)cc2)c1
-2%[76.3 µM]	Cc1ccc(-n2nc3c(=O)n(CC(=O)NCCCc4ccccc4)nc(C)c3c2C)cc1
3%[76.3 µM]	COc1ccc(NCc2nc3ccccc3n2C)cc1
-11%[15.3 µM]	COc1ccc(NN=Nc2ccc([N+](=O)[O-])cc2)cc1
0%[76.3 µM]	CCc1ccc(C(=O)NNC(=O)c2ccc3c(=O)n4c(nc3c2)CCC4)cc1
2%[76.3 µM]	COc1ccc(C(=O)N(CC(=O)Nc2sc(C)c(C)c2C(N)=O)C2CCCC2)cc1

Screening data (PubChem BioAssay)
